Bioassay records from PubChem BioAssay.
NTR1 agonist = agonists of NTR1, primary screen, imaging, U2OS cells, beta-arrestin-GFP, high content (AID 493036) | NTR1-U2OS beta-arrestin-GFP spot imaging, agonist mode | activation, % at 20 µM | 330,000 compounds, 0.17% hits;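 active = activation at or above 40% of the spot to cytoplasm intensity ratio, with at least 20 cells analyzed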;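 also: 0% = DMSO without peptide and 100% = 100 nM NTR1 peptide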
Target sequence (P30989 whole entry, looked up): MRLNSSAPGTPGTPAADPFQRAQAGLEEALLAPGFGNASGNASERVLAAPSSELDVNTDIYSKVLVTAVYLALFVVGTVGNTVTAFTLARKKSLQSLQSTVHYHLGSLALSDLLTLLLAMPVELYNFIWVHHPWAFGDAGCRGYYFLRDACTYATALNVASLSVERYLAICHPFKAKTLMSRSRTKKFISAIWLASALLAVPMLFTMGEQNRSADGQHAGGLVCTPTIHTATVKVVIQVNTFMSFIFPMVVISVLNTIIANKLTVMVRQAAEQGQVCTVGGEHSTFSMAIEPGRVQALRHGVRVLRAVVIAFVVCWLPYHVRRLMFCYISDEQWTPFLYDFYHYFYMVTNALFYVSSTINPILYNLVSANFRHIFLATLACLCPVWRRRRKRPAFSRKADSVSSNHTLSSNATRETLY
LYP inhibition = inhibitors of LYP phosphatase, biochemical, fluorescence intensity, uHTS (AID 1779) | 290,000 compounds, 0.054% hits | one-dose inhibition, % at 11.5 µM; IC50 in µM for titrated hits | recombinant LYP phosphatase, fluorescence intensity; higher % means a stronger effect; in the data active = inhibition above about 50%;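 also: plate controls were vehicle with enzyme for no effect and no enzyme for full effect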
GPR35 antagonists = inhibition of zaprinast-stimulated GPR35 beta-arrestin translocation – imaging, U2OS, beta-arrestin-GFP, zaprinast agonist, primary screen (AID 2058). 290,000 compounds, 0.052% hits. U2OS GPR35 beta-arrestin-GFP translocation imaging, zaprinast antagonism; higher % means a stronger effect. inhibition, % at 10 µM; hits with a dose series show IC50 in µM;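 active = inhibition of at least 50% with at least 30 cells and total cytoplasm GFP at most 10,000,000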
Siah-1 displacement = Siah-1 peptide-binding antagonists, primary screen, biochemical, fluorescence polarization, rhodamine-plectin, uHTS (AID 1817); Siah-1 / rhodamine-plectin peptide fluorescence polarization; higher % means a stronger effect; displacement, % at 20 µM, or IC50 in µM where a hit was titrated; 290,000 compounds, 0.02% hits;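 active = displacement of at least 50% at 20 µM, with a fluorescence ratio check between 0.3 and a set limit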;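 also: plate controls were Siah plus tracer with DMSO for no effect and tracer alone without Siah for full effect; strong numbers were not always called active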
PhoP inhibition = inhibitors of PhoP regulon expression, primary screen, Salmonella Typhimurium, GFP reporter (AID 1863) | S. Typhimurium PhoP-regulated promoter GFP reporter, 4 h; higher % means a stronger effect | inhibition, % at 50 µM, or IC50 in µM where a hit was titrated | 300,000 compounds, 0.16% hits;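 active = inhibition over 29.93%, a cutoff 3 SD above the screen mean, later confirmed by dose response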;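 also: 0% = low Mg2+ inducing control and 100% = high Mg2+ repressing control; strong numbers were not always called active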
MgcRacGAP inhibition = MgcRacGAP GTPase-activating activity inhibitors, confirmation, biochemical, ADP Hunter fluorescence | MgcRacGAP-stimulated Rac1 GTP hydrolysis, ADP Hunter fluorescence; higher % means a stronger effect; GST-tagged Rac1 F28L mutant substrate | inhibition, % at 30 µM, or IC50 in µM where a hit was titrated | 340,000 compounds, 0.6% hits;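 active = first-screen hits whose inhibition reached a set limit at any dose in the follow-up dose series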;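 also: fluorescence reports GDP produced by GAP-driven GTP hydrolysis; strong numbers were not always called active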
HIV peptide binding = cell-free HIV fusion peptide-binding blockers – biochemical, uHTS, fluorescence dequenching, primary screen (AID 1986); cell-free peptide binding, fluorescence dequenching, 30 min; higher % means a stronger effect; 290,000 compounds, 0.3% hits; inhibition, % at 20 µM, or IC50 in µM where a hit was titrated; in the data active = inhibition mostly above about 52%, no sharp cut-off; inactive = mostly below about 76%; also: some results filed as inactive read as strong as hits
Myeloid diff 2 = compounds promoting myeloid differentiation; ER-HoxA9 myeloid progenitors, lysozyme-GFP differentiation, flow cytometry; calls only at 10 µM; 360,000 compounds, 1% hits;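 active = normalized GFP-positive differentiation at or above the plate's own cutoff, the solvent-only control mean plus 3 SD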;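 also: cells exposed to compound for four days before flow analysis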
GPR55 antagonists = GPR55 antagonists blocking LPI-driven arrestin recruitment, primary screen, imaging, U2OS, beta-arrestin-GFP, LPI agonist (AID 2013); U2OS GPR55 beta-arrestin-GFP translocation imaging, LPI antagonism; higher % means a stronger effect; inhibition, % at 10 µM, or IC50 in µM where a hit was titrated; 290,000 compounds, 0.13% hits;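 active = spots per cell inhibited over 60%, with over 100 cells counted and total cytoplasm intensity under 500,000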;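 also: U2OS cells stably carrying GPR55 and arrestin-GFP stimulated by 5 µM LPI near EC80; imaged beta-arrestin-GFP aggregate spots per cell after agonist stimulation; plate controls were LPI-stimulated DMSO wells for no effect and DMSO wells without LPI for full effect; some results filed as inactive read as strong as hits; confirmed hits need IC50 under 10 µM and bright autofluorescent wells are also inconclusive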
NTR1 agonist cell count 20 µM = further read-out of NTR1 agonist, marked with its call; cell count; measured here: cell count, cytotoxicity flag
Myeloid diff 2 GFP+ MAC1+ % = also measured in Myeloid diff 2; calls as there; GFP+ MAC1+ double positive, %; measured here: differentiation confirmed by MAC1 staining
Numbers without * were called inactive; i = inactive; . = not tested or not shown.

1	CCCCC(=O)NC(NC(=S)N1CCOCC1)C(Cl)(Cl)Cl (configuration not stated)
2	COCCn1nnnc1C(c1cc2ccc(C)cc2[nH]c1=O)N(Cc1ccco1)Cc1cccs1 (configuration not stated)
3	O=C1CC2(CCCC2)CC(=O)N1CCCCN1CCN(c2ncccn2)CC1
4	COc1ccc(NC(=O)c2ccc3c(c2)C(=O)N(CC2CCCO2)C3=O)cc1 (configuration not stated)
5	CSCCC(NC(=O)c1ccco1)C(=O)NCc1ccc(F)cc1 (configuration not stated)
6	Cc1cc(C)nc(SCc2ccc(C(=O)NNC(=O)Nc3cccc(Cl)c3)cc2)n1
7	Cc1ccc(S(=O)(=O)N(C)c2ccc(OC(C)C(=O)N3CCCC3)cc2)cc1C (configuration not stated)
8	Cc1cc(C(=O)Nc2ccccc2N2CCOCC2)c(C)o1
assay / compound	1	2	3	4	5	6	7	8
NTR1 agonist	0.7	3.5	-2.9	-0.9	0.8	.	4.3	0.2
NTR1 agonist cell count 20 µM	42	53	71	42	84	.	46	40
LYP inhibition	-5%	0%	-2%	-9%	-3%	-2%	.	-1%
GPR35 antagonists	13%	9%	5%	-7%	-4%	4%	.	9%
Siah-1 displacement	-8%	2%	2%	6%	7%	0%	.	-4%
PhoP inhibition	-13%	-12%	5%	3%	0%	14%	-5%	.
MgcRacGAP inhibition	21%	4%	-6%	2%	13%	0%	5%	8%
HIV peptide binding	-3.3%	-1.6%	0.2%	-1.0%	1.5%	0.0%	.	-0.9%
Myeloid diff 2	i	i	i	i	i	i	i	i
Myeloid diff 2 GFP+ MAC1+ %	0.7	3.7	5.8	1.9	1.3	0.5	1.1	0.3
GPR55 antagonists	12%	3%	-2%	14%	3%	-10%	.	5%

9	CC(C)C[C@@H](COc1ccccc1)N1CCN(CCc2ccccc2)CCC1=O
10	O=S(=O)(CC12C3C4C5C1C2C(Br)(C43)C51OCCO1)c1ccccc1 (configuration not stated)
11	COc1ccc(Cn2c(CCC(=O)O)nc3cccnc32)cc1
12	CN(C)CCNC(C(=O)Nc1cc(Cl)cc(Cl)c1)c1ccccc1 (configuration not stated)
13	O=C(Cn1cc(C(F)(F)F)ccc1=O)N/N=C/c1ccc(Cl)c(Cl)c1
14	COC(=O)c1ccc(N2CCN(C)CC2)c(NC(=O)c2ccc(Br)o2)c1
15	O=C(C=C1SCCS1)/C=C/c1ccco1
16	CC(C)NC(=O)c1ccccc1NC(=O)C(C)Oc1ccccc1 (configuration not stated)
assay / compound	9	10	11	12	13	14	15	16
NTR1 agonist	-0.9	0.0	1.5	-1.7	-0.3	-0.1	2.6	1.2
NTR1 agonist cell count 20 µM	96	34	65	61	71	54	45	50
LYP inhibition	-3%	-9%	4%	0%	2%	-6%	6%	-6%
GPR35 antagonists	-5%	-20%	10%	12%	-11%	-17%	7%	-4%
Siah-1 displacement	1%	0%	3%	-4%	0%	-2%	18%	0%
PhoP inhibition	10%	5%	-7%	0%	12%	2%	7%	-3%
MgcRacGAP inhibition	8%	5%	-4%	5%	-3%	7%	13%	0%
HIV peptide binding	0.3%	0.5%	1.1%	-0.2%	2.1%	-0.7%	42%	-0.5%
Myeloid diff 2	i	i	i	i	i	i	i	i
Myeloid diff 2 GFP+ MAC1+ %	0.3	0.5	6.0	0.5	0.6	0.6	0.7	0.4
GPR55 antagonists	7%	5%	25%	2%	-4%	8%	19%	11%

17	Cc1ccc(S(=O)(=O)Nc2ccc3c(c2)nc(CCN2CCOCC2)n3C)cc1
18	CCOc1cc(/C=N\NC(N)=O)cc(Br)c1OC(C)C
19	Nc1nc(-c2cc3ccccc3o2)cs1
20	Cc1ccc(OCCC(=O)OCC(=O)NCCc2ccccc2)cc1
21	COc1ccc(CNC(=O)c2cccc(N3CCCC3=O)c2)cc1
22	O=C(N/N=C/c1ccco1)c1cc([N+](=O)[O-])cc([N+](=O)[O-])c1
23	O=C(Nc1ccc([N+](=O)[O-])cc1)c1ccc(Cn2cc([N+](=O)[O-])cn2)cc1
24	COC(=O)c1ccc(CN(c2ccc(C)cc2)S(=O)(=O)c2ccc3c(c2)OCCO3)o1
assay / compound	17	18	19	20	21	22	23	24
NTR1 agonist	0.9	1.8	2.1	-0.9	-1.6	-1.2	0.0	1.5
NTR1 agonist cell count 20 µM	47	81	64	49	43	52	92	54
LYP inhibition	-6%	-4%	-3%	-2%	-2%	2%	-4%	-5%
GPR35 antagonists	7%	7%	3%	4%	-1%	.	-8%	-5%
Siah-1 displacement	-3%	0%	7%	11%	2%	0%	-2%	-2%
PhoP inhibition	0%	9%	2%	5%	8%	-12%	14%	7%
MgcRacGAP inhibition	3%	-4%	4%	7%	1%	3%	2%	4%
HIV peptide binding	-0.8%	-1.0%	1.1%	0.7%	2.8%	13%	-1.6%	1.6%
Myeloid diff 2	i	i	i	i	i	i	i	i
Myeloid diff 2 GFP+ MAC1+ %	0.5	0.0	0.2	0.8	0.7	1.4	0.2	1.2
GPR55 antagonists	1%	4%	-2%	10%	0%	5%	0%	-5%

25	Cc1ccc(S(=O)(=O)Oc2ccc(/C=N/NC(=O)c3nn(C)cc3Cl)cc2)cc1
26	COc1ccc(S(=O)(=O)Nc2ccc3c(c2)OCO3)cc1OC
27	CSc1ccc(/C=N/NC(=O)COc2ccc(Br)cc2Cl)cc1
28	COc1ccc(S(=O)(=O)N(CC(=O)N/N=C/c2cccs2)c2ccc(C)cc2)cc1OC
29	CCC(C(=O)NC1CCN(C)CC1)c1ccccc1 (configuration not stated)
30	COc1ccc(C(=O)OCCc2sc[n+](CC(=O)c3ccccc3)c2C)cc1
31	CC(=O)N1c2ccc(S(=O)(=O)N3CCC(C(=O)N4CC(C)CC(C)C4)CC3)cc2CC1C (configuration not stated)
32	CCn1cc(C(=O)Nc2ccc(OC)c(OC)c2)c2cc(OC)c(OC)cc2c1=O
assay / compound	25	26	27	28	29	30	31	32
NTR1 agonist	0.4	-2.3	-0.2	1.5	-1.3	-0.7	0.0	-1.7
NTR1 agonist cell count 20 µM	101	64	50	59	45	45	69	94
LYP inhibition	6%	2%	-6%	3%	-6%	-1%	1%	3%
GPR35 antagonists	-15%	-21%	-4%	0%	-3%	-8%	-13%	-18%
Siah-1 displacement	3%	1%	-1%	7%	-1%	6%	1%	-4%
PhoP inhibition	2%	2%	-13%	-3%	0%	5%	-6%	-10%
MgcRacGAP inhibition	6%	11%	6%	4%	9%	-22%	3%	9%
HIV peptide binding	2.9%	-0.2%	-1.7%	-1.4%	0.1%	2.4%	-0.8%	1.7%
Myeloid diff 2	i	i	i	i	i	i	i	i
Myeloid diff 2 GFP+ MAC1+ %	1.2	0.8	0.8	0.4	1.5	1.1	0.0	0.5
GPR55 antagonists	16%	-1%	-21%	4%	9%	-3%	20%	-5%

An excerpt of these results, with tabs.
entry	SMILES	NTR1 agonist	NTR1 agonist cell count 20 µM	LYP inhibition	GPR35 antagonists	Siah-1 displacement	PhoP inhibition	MgcRacGAP inhibition	HIV peptide binding	Myeloid diff 2	Myeloid diff 2 GFP+ MAC1+ %	GPR55 antagonists
8	Cc1cc(C(=O)Nc2ccccc2N2CCOCC2)c(C)o1	0.2	40	-1%	9%	-4%	.	8%	-0.9%	i	0.3	5%
9	CC(C)C[C@@H](COc1ccccc1)N1CCN(CCc2ccccc2)CCC1=O	-0.9	96	-3%	-5%	1%	10%	8%	0.3%	i	0.3	7%
10	O=S(=O)(CC12C3C4C5C1C2C(Br)(C43)C51OCCO1)c1ccccc1 (configuration not stated)	0.0	34	-9%	-20%	0%	5%	5%	0.5%	i	0.5	5%
11	COc1ccc(Cn2c(CCC(=O)O)nc3cccnc32)cc1	1.5	65	4%	10%	3%	-7%	-4%	1.1%	i	6.0	25%
12	CN(C)CCNC(C(=O)Nc1cc(Cl)cc(Cl)c1)c1ccccc1 (configuration not stated)	-1.7	61	0%	12%	-4%	0%	5%	-0.2%	i	0.5	2%

More entries follow.
33	COC(=O)c1cnc2ccccc2n1
34	O=C(O)COc1ccccc1O
35	COc1ccc(Nc2nc3c(c(=O)n(C)c(=O)n3C)n2CCO)cc1
36	CC1(C)CC(=O)c2cc(OCC(=O)NCCN3CCOCC3)ccc2O1
37	Cn1c(=O)[nH]c(=O)c2c1nc(Br)n2C/C=N/NC(N)=S
38	CCCCOc1ccc(N(CC(=O)NC(C)(C)C)C(=O)CCC(=O)Nc2nccs2)cc1
39	CN(Cc1nc(-c2cccnc2)no1)S(=O)(=O)c1ccc(Br)cc1
40	CC(C)=CCN1CCN(Cc2ccoc2)CC1CCO (configuration not stated)
assay / compound	33	34	35	36	37	38	39	40
NTR1 agonist	0.8	-0.4	-0.2	0.5	-0.8	0.5	0.7	0.8
NTR1 agonist cell count 20 µM	66	82	45	81	46	70	43	68
LYP inhibition	0%	1%	-3%	-8%	-8%	-6%	-4%	-2%
GPR35 antagonists	2%	0%	5%	3%	13%	5%	-9%	6%
Siah-1 displacement	1%	-1%	6%	-1%	2%	7%	-2%	7%
PhoP inhibition	7%	-4%	4%	-18%	.	5%	-1%	35%
MgcRacGAP inhibition	9%	4%	1%	3%	.	-3%	10%	-1%
HIV peptide binding	1.8%	13%	-1.7%	-0.9%	0.9%	1.5%	-0.7%	0.1%
Myeloid diff 2	i	i	i	i	.	i	i	i
Myeloid diff 2 GFP+ MAC1+ %	3.1	1.1	2.2	1.0	.	0.6	0.6	0.6
GPR55 antagonists	-1%	2%	8%	-1%	15%	2%	-17%	-6%

41	O=C(O)COc1ccccc1/C=C1\SC(=O)N(Cc2ccc(F)cc2)C1=O
42	CCOC(=O)C(C(=O)Nc1cccc(C)n1)C1CCCCC1 (configuration not stated)
43	Cc1nnc(NC(=O)Cn2c(=O)sc3ccccc32)s1
44	COc1ccc(NC(=O)C2C3CC/C=C\CCC32)cc1 (configuration not stated)
assay / compound	41	42	43	44
NTR1 agonist	0.3	3.2	-0.4	2.0
NTR1 agonist cell count 20 µM	88	59	64	52
LYP inhibition	-1%	-6%	-7%	-1%
GPR35 antagonists	-16%	-1%	-8%	-2%
Siah-1 displacement	5%	4%	-4%	4%
PhoP inhibition	0%	-9%	-11%	-11%
MgcRacGAP inhibition	-1%	-8%	6%	4%
HIV peptide binding	5.5%	-1.0%	-1.3%	-0.1%
Myeloid diff 2	i	i	i	i
Myeloid diff 2 GFP+ MAC1+ %	0.2	0.8	1.7	0.3
GPR55 antagonists	8%	12%	0%	9%

This is a random part of the collection; any-hit rate near 2.4%.
